F-actin modifier = modifiers of F-actin cytoskeleton organization, primary screen, imaging, HUVEC, phalloidin staining, high-content imaging. inhibition, % at 2 µM. 0.18% of 91,000 active. HUVEC TNFa F-actin phalloidin imaging. AID 836, 2007;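 active means inhibition above the batch mean plus 3 SD and confirmed as a hit by visual image inspection, cut at about 30% in these data, passing the limit was not always enough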; further: strong numbers were not always called active
Smad3 inh = Smad3/FoxH1 peptide binding inhibitors, primary screen, biochemical, TR-FRET. Mothers against decapentaplegic homolog 3 (Homo sapiens), P84022. TR-FRET Smad3/Dy647-FoxH1 peptide binding, europium anti-His. inhibition, % at 25 µM. 0.29% of 88,000 active;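 active means compounds that reduce the energy-transfer binding signal between the protein and its labelled peptide by more than half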;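 further: 0% = Smad3 plus labelled peptide maximal FRET and 100% = peptide-only background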
Target sequence (P84022 whole entry, looked up): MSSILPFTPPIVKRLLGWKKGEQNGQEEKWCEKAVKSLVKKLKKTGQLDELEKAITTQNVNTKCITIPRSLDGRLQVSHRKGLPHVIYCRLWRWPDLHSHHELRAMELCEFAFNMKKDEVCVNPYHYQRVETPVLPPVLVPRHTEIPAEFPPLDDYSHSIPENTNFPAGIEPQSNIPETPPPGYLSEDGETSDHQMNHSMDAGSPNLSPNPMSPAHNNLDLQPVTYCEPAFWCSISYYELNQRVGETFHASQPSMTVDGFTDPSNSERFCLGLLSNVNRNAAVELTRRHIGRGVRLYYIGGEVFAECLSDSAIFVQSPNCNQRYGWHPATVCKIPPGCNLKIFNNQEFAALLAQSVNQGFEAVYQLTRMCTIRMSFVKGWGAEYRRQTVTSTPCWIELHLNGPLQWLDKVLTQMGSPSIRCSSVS
HUVEC tox TNFa = cytotoxicity in TNFa-stimulated HUVEC, primary screen, cytotoxicity control for VCAM1 expression modulator project, imaging, Hoechst nuclei count; AID 848, 2007; 0.17% of 93,000 active; HUVEC TNFalpha-stimulated, Hoechst cell count; cell count reduction, % at 2 µM;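 active means cell count reduction exceeding the screen mean by over 5 SD, scaled to untreated wells per plate, cut at about 78% in these data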;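 further: cells counted after 24 h of TNF alpha exposure following the 1 h pretreatment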
LYP inh 2 = PTPN22 phosphatase inhibitors, primary screen, biochemical, DiFMUP fluorescence, 2 µM. Tyrosine-protein phosphatase non-receptor type 22 (Homo sapiens), Q9Y2R2. 0.21% of 96,000 active. recombinant LYP catalytic domain. inhibition, % at 2 µM;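 active means inhibition at 2 µM at or above a set limit, the screen mean plus 3 SD, cut at about 24% in these data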;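 further: 0% = DMSO with enzyme and 100% = enzyme fully blocked by orthovanadate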
MT1-MMP txn act = MT1-MMP promoter reporter activation – cell-based, luciferase luminescence, primary screen; activation factor at 10 µM; 0.16% of 86,000 active; HT1080 MT1-MMP promoter luciferase reporter, overnight; hits give high values; AID 750, 2007;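 active means activation factor of at least 2 for MT1-MMP transcription at 10 µM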
HUVEC tox IL1B = cytotoxicity in IL-1B stimulated HUVEC, primary screen, cytotoxicity control for IL-1B NFkB translocation project, imaging, Hoechst nuclear count, IL-1B stimulus | AID 845, 2007 | cell count reduction, % at 2 µM | 0.41% of 94,000 active | HUVEC cell count loss;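 active means cell count reduction more than 3 SD above the screen-wide mean, cut at about 70% in these data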;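 further: normalized per plate to untreated control cells as the no-loss baseline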
VCAM1 TNFa inh = inhibitors of TNFa-induced VCAM1 expression, primary screen, imaging, HUVEC, TNFa stimulus, immunofluorescence; HUVEC TNFa-induced VCAM-1 immunofluorescence, high-content imaging; inhibition, % at 2 µM; 0.48% of 95,000 active;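 active means inhibition above the batch mean plus 3 SD, with images confirmed as a hit by eye, cut at about 37% in these data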;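 further: 0% = TNF-stimulated DMSO wells and 100% = unstimulated control wells; not every result past the cut was called active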
DAT uptake mod = changed hDAT dopamine uptake under cocaine IC80, either direction, primary screen, cocaine antagonist project, cell-based, LLC-PK1 hDAT, [14C]-dopamine uptake, MLSMR. Sodium-dependent dopamine transporter (Homo sapiens), Q01959. LLC-PK1 hDAT cells, [14C]-dopamine uptake with cocaine IC80; actives deviate in either direction. B-score at 10 µM. 1.3% of 110,000 active. AID 449768, 2010;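 active means Z score or B-score, a plate-position-corrected score, falls beyond the plate's 99.7% confidence bounds, in either direction; inactive means both scores lie inside the 99.7% bounds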;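 further: scored against the spread of the other compound wells on the same plate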
Candida biofilm = clotrimazole potentiators killing Candida biofilms, primary screen, with clotrimazole, Alamar Blue | C. albicans biofilm + clotrimazole | inhibition, % at 6 µM | 0.14% of 85,000 active;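 active means inhibition above 20%; inactive means inhibition below 20%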;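 further: preformed 24 hr biofilms exposed to compound for 48 hr; 0% = biofilm without compound and 100% = blank killed by clotrimazole plus chlorhexidine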
The depositor's hits bear a star; nt = no result given; [ ] = another dose, or the depositor's remark. An excerpt (hit frequency here may not be typical).

structure	F-actin modifier	Smad3 inh	HUVEC tox TNFa	LYP inh 2	MT1-MMP txn act	HUVEC tox IL1B	VCAM1 TNFa inh	DAT uptake mod	Candida biofilm
COC(=O)C1=C(C)Nc2nnnn2C1c1cc(OC)ccc1OC (stereo unspecified)	-13.9	-9.7	-7.4	-6.1	1.1	2.0	-2.5	2	8.5
CCCCCc1nc(-c2nonc2N)no1	-1.8	nt	-10.3	5.8	nt	-19.6	27.3	-0.226	nt
CNC(=S)N/N=C1\C(=O)c2cccc3cccc1c23	11.3	-9.2[fluorescence artefact?]	18.7	7.0	1.2	13.2	11.4	0.0292	-1.2
Cc1cccc(-n2c(SCc3cc(=O)n4c(C)cccc4n3)nc3[nH]ncc3c2=O)c1	-2.1	9.3	11.4	-4.5	1.1	nt	0.1	nt	-3.0
O=C(CNC(=O)c1ccccc1)NCCc1nc2ccccc2[nH]1	-10.4	-4.7	-22.1	-3.8	1.1	-13.5	-7.9	-0.476	11.9
C=CCn1c(C)cc(C(=O)CN2C(=O)NC3(CCCc4ccccc43)C2=O)c1C (stereo unspecified)	-4.4	-9.2	7.1	-1.3	1.1	12.7	-4.3	-1.89	-2.5
CC1(C)CC(=O)C(C2(O)C(=O)N(Cc3ccccc3)c3ccccc32)CO1 (stereo unspecified)	nt	1.3	nt	5.6	1.2	nt	nt	0.439	7.6
COc1cc(N=c2ssnc2Cl)c(OC)cc1Cl	-1.0	11.0	-6.5	2.6	1.1	4.4	2.7	-0.267	2.1
O=C(Nc1ccc(N2CCOCC2)c(Cl)c1)c1ccco1	-49.7	4.8	-7.5	-2.4	1.1	-0.6	-15.6	0.0884	2.9
CN(C)c1ccnc2sc3c(=O)n(-c4ccc(Cl)cc4)cnc3c12	-2.4	1.1	-24.8	10.1	1.5	2.2	-17.2	nt	7.0
COCCn1c(=O)[nH]c2cc(C(=O)NC(C)C)ccc2c1=O	-4.8	4.7	-0.4	0.3	1	-18.1	-2.3	-0.114	-1.1
COc1cc(OC)cc(C(=O)NC(C(=O)NCCN(C)C)C23CC4CC(CC(C4)C2)C3)c1 (stereo unspecified)	-0.5	1.2	-2.0	0.4	1.1	0.0	7.4	-0.74	nt
Cc1nn(Cc2ccc(Cl)cc2)c(C)c1NC(=O)C1CC=CCC1C(=O)O (stereo unspecified)	12.7	3.8	-13.6	0.9	1.2	5.7	4.0	-0.665	4.1
CNS(=O)(=O)c1cccc2cccnc12	0.1	nt	-2.2	-0.1	1.1	5.9	10.5	0.185	nt
NC(=O)C1(NC(=O)[C@@H]2CC3(CC(c4cccc(NC(=O)[C@@H]5CCC(=O)N5)c4)=NO3)CN2C(=O)Cc2ccc(Cl)cc2)CC1 (stereo partly specified)	2.0	nt	-1.9	13.1	nt	4.5	-0.9	1.05	nt
COc1ccc(NC(=O)[C@H](COCc2ccccc2)NC(=O)OC(C)(C)C)cc1	27.1	nt	3.0	4.9	nt	-7.3	-2.4	0.143	nt
CCOc1ccc(NC(=O)CSc2nnc(C)n2Cc2ccccc2)cc1	5.3	4.1	-13.2	-5.6	1	-39.7	8.0	0.179	-4.4
CCOc1ccc(CC(=O)Nc2sc(Cc3ccccc3)cc2C(N)=O)cc1OCC	-3.5	nt	-4.3	12.7	nt	-9.7	1.3	0.562	nt
CCOc1cnn(-c2cc(Oc3ccc(C)cc3)ncn2)c(=O)c1Cl	2.1	nt	-55.0	-0.7	nt	-2.6	-29.6	0.214	nt
CCN=C1SC(CC(=O)Nc2ccc(C)cc2)C(=O)N1CC (stereo unspecified)	-14.9	6.2	4.6	2.5	1.1	-41.3	-2.6	-0.737	0.4
C=C(C)c1cccc(C(C)(C)NC(=O)N2CCCC(C)C2)c1 (stereo unspecified)	7.3	1.9	-8.3	0.6	1.3	13.4	-13.8	0.295	-4.7
CC(C)OC(=O)c1c(NC(=O)c2cnn3c2NC(c2ccccc2)CC3C(F)(F)F)sc2c1CCCC2 (stereo unspecified)	8.3	nt	0.0	-6.4	nt	5.1	-10.9	-0.809	nt
CN(c1cccc(Cl)c1)S(=O)(=O)c1cccc(C(=O)NC2=NCCS2)c1	-19.1	-10.6	-9.7	-0.7	0.9	4.0	5.8	-0.219	1.1
COCCn1c(SCCN2CCOCC2)nc2c1c(=O)[nH]c(=O)n2C	-1.9	14.5	4.7	-12.3	1	-19.0	7.1	0.0183	9.2
CCc1ccc2c(c1)c1nc(C)sc1n2CC	-16.8	4.7	-8.3	-2.0	0.9	27.3	9.8	0.75	8.0
COc1ccc(S(=O)(=O)N(CC(=O)N2CCN(C)CC2)c2ccc(C)cc2)cc1OC	0.0	-8.4	-11.4	-3.9	1.2	-13.8	13.6	-0.0306	10.3
Cc1onc(-c2ccccc2Cl)c1C(=O)Nc1nnc(Cc2ccc(Cl)cc2)s1	-1.3	8.6	-23.0	3.8	1.2	-56.6	6.0	-0.156	3.8
C=CCn1c(-c2cccn(Cc3ccc(Cl)cc3Cl)c2=O)n[nH]c1=S	13.4	nt	1.5	10.4	nt	2.8	6.3	0.442	nt
Cc1ccc(-n2c(Cc3cccn3C)nnc2SCC(=O)N2CCc3ccccc32)cc1	nt	nt	-20.0	2.7	1.1	-29.4	-24.4	1.38	nt
Cc1cc2c(cc1C)N(C(=O)CSC1=NCCS1)C(C)(C)c1ssc(=S)c1-2	-28.5	nt	10.3	27.3*	nt	3.5	6.4	0.286	nt
Cc1ccc(C(=O)n2cnnc2N)cc1C	14.7	10.1	-10.8	-2.9	1.2	-27.3	13.6	-0.243	0.3
O=C(NC(=S)Nc1cc([N+](=O)[O-])ccc1Cl)c1ccccc1	-12.7	5.9	5.2	7.0	1.4	nt	23.1	-1.24	-3.2
Cc1cccc(NC(=O)C2CCN(c3nccc(C)n3)CC2)c1	-26.6	1.3	-14.8	-6.6	1.1	-25.4	5.8	-0.463	5.4
CN(C)c1ccc(C(=S)N2CCCCCC2)cc1	3.2	-0.1	2.5	2.2	nt	-14.3	2.5	0.997	0.6
Cc1ccc(C)n1-c1nc(=S)[nH][nH]1	1.9	-6.4	-6.7	4.6	1.1	-25.2	4.8	-0.447	2.4
COCCNC(=O)CN1c2ccccc2CC1C (stereo unspecified)	nt	-11.4	nt	nt	1.7	nt	nt	0.107	9.1
CC(C)(C)NC(=O)Nc1ccccc1C(N)=O	-18.8	6.9[fluorescence artefact?]	-34.3	1.9	1.1	22.0	-4.0	-0.0161	-2.5
CCOc1ccc(-c2cc(N)n(S(=O)(=O)c3ccc(OC)cc3)n2)cc1	-2.2	-6.2	-11.4	-1.2	nt	8.3	6.7	-0.854	2.9
CC(C)NC(=O)c1c2c(nc3ccccc13)CCCC2	-4.5	11.7	2.9	3.9	1.2	1.9	4.8	0.383	4.8
CCN(CC)c1ccc(-c2nn3c(-c4n[nH]c5c4CCC5)nnc3s2)cc1	-25.6	13.7	55.1	20.3	0.7	24.8	47.5*	0.0274	1.6
Cc1sc(NC(=S)NC(=O)C(C)(C)C)c(C(N)=O)c1C	2.5	nt	7.4	-4.0	nt	4.0	3.1	-0.342	nt
Cc1ccccc1Nc1nc(-c2sc(NC(=O)c3cccc(Cl)c3)nc2C)cs1	-2.9	nt	-12.2	5.7	nt	-7.1	12.5	1.72*	nt
COCc1cc(=O)n2[nH]c(-c3ccsc3-n3c(C)ccc3C)cc2n1	0.3	7.0[fluorescence artefact?]	-11.4	11.3	1.2	-14.0	-6.5	0.109	0.1
O=C(c1csc2ccccc12)N1CCN(c2ccc(Cl)c(Cl)c2)CC1	-18.1	nt	-2.7	20.3	nt	2.5	-14.2	-0.164	nt
COc1ccc(C(c2nnnn2C2CCCC2)N2CCN(C3CCCC3)CC2)cc1OC (stereo unspecified)	-10.0	-6.5	0.0	-3.4	1.1	-17.9	1.0	-0.0456	5.3
COC(=O)c1[nH]c2ccc(C)cc2c1NC(=O)Oc1ccccc1	-3.9	-3.6	8.1	8.8	0.9	18.2	36.4	-0.441	-2.0
CCOC(=O)c1c(C)[nH]c(C(=O)CSc2nnc(C3CC3)n2N)c1C	0.1	-5.5	7.8	-0.3	1.1	-8.0	15.9	0.948	8.3
CCCCn1c(=O)c2ccccc2c2ccccc2c1=O	2.5	0.3	1.5	-3.7	1.2	-9.0	7.1	-0.259	6.4
COc1ccc(O)c(C2=Nc3ccccc3N=C(c3ccco3)C2)c1	-9.7	nt	-33.8	11.4	nt	-36.1	8.3	-0.218	nt
O=C(CSc1ccc(-c2ccc(F)cc2)nn1)N1CCCCC1	-3.5	7.5	-17.7	-0.3	1.3	-25.7	11.7	0.522	-4.7
Cc1cc(C)nc(N2N=C(C(C)(C)C)CC2=O)n1	-12.8	12.2	-0.8	8.8	1.2	-15.2	5.8	-0.312	6.5
CCOC(=O)CSc1n[nH]c(-c2cccnc2)n1	26.4	5.0	-26.4	-0.9	1.2	-11.4	-5.5	nt	8.6
O=C(NCCCN1CCN(c2ccccc2F)CC1)C1CCCN(S(=O)(=O)c2cnc[nH]2)C1 (stereo unspecified)	0.7	-6.0	-20.3	2.3	1.1	11.8	1.6	nt	3.6

One compound at a time, from the list above.
Listed for CCN(CC)c1ccc(-c2nn3c(-c4n[nH]c5c4CCC5)nnc3s2)cc1 = F-actin modifier: -25.6; Smad3 inh: 13.7; HUVEC tox TNFa: 55.1; LYP inh 2: 20.3; MT1-MMP txn act: 0.7; HUVEC tox IL1B: 24.8; VCAM1 TNFa inh: 47.5*; DAT uptake mod: 0.0274; Candida biofilm: 1.6
Listed for CC(C)NC(=O)c1c2c(nc3ccccc13)CCCC2 = F-actin modifier: -4.5; Smad3 inh: 11.7; HUVEC tox TNFa: 2.9; LYP inh 2: 3.9; MT1-MMP txn act: 1.2; HUVEC tox IL1B: 1.9; VCAM1 TNFa inh: 4.8; DAT uptake mod: 0.383; Candida biofilm: 4.8

Screening results from PubChem.
